# AddAB inh: growth inhibition of E. coli expressing H. pylori AddAB, primary screen, AddAB inhibitor project, absorbance | inhibition, % at 11.9 µM | hit rate 0.29% among 330,000; in the data active = inhibition above about 12%;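 note: 0% = vehicle wells of infected cells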
# PKA-R1A activ: activators of PKA-R1A holoenzyme, primary screen, biochemical, fluorescence polarization, Cy5-IP20, bovine R1A, mouse PKAc. cAMP-dependent protein kinase type I-alpha regulatory subunit (Bos taurus) + …. PKA-R1A dissociation; scaled: DMSO 0%, 113 µM cGMP 100%. activation, % at 11.4 µM. hit rate 0.083% among 340,000;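 active = percent activation above the mean of all tested compounds plus 3 SD, cut at about 19% in these data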;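 note: higher means more PKAc released from R1A so a rise in polarization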
# Mot1-301 SUMO: yeast Mot1-301 growth rescue at high temperature, primary screen, SUMOylation pathway inhibitor project, S. cerevisiae, ATP luminescence, 38.5C; growth rescue, % at 18.8 µM; hit rate 1% among 320,000; S. cerevisiae Mot1-301 growth rescue; percent above DMSO median, 100 means doubled;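 active = every valid replicate shows activation above 250% relative to neutral control wells; inactive = the rest, any valid replicate at or below 250%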;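 note: OY570 slx delta 5 strain wells were the positive control but not used for scaling; some compounds called inactive have numbers as strong as hits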
# MOR-DOR ag: agonists of OPRM1-OPRD1 heterodimerization, primary screen, cell-based, luminescence. cells. activation, % at 9.3 µM. hit rate 0.3% among 340,000; in the data active = activation above about 18%;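 note: 0% = vehicle-treated cells and 100% = reference agonist; values of inactives mirror those of a sister screen read the other way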
# Target sequence (P35372 whole entry, looked up): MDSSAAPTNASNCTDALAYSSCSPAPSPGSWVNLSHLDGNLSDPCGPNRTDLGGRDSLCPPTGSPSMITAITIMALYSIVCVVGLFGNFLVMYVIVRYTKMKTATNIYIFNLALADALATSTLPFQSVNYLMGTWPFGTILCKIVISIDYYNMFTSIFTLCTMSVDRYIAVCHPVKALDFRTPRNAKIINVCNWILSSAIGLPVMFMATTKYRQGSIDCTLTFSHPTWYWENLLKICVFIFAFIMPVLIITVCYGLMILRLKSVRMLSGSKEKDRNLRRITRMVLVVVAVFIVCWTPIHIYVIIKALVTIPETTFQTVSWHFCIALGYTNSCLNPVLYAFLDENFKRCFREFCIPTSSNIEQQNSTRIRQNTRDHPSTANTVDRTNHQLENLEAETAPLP
# Target sequence (P41143 whole entry, looked up): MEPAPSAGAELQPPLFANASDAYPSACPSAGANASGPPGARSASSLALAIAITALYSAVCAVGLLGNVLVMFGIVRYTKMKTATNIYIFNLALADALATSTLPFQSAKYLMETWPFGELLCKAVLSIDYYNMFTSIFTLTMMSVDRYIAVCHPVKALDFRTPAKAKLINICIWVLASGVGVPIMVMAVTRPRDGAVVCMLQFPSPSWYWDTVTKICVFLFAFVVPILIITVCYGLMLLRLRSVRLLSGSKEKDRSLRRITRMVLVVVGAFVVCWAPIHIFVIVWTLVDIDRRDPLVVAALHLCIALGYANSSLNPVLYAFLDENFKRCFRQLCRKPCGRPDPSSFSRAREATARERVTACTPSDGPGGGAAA
# DSG3 Ab inh: inhibitors of pemphigus antibody binding to DSG3, primary screen, biochemical, bead-based, flow cytometry, scFv-GFP. Desmoglein-3 (Homo sapiens), P32926. DSG3-coupled beads, scFv-anti-DSG3-GFP binding; stronger effect = lower value. binding (percent of control), % at 10 µM. hit rate 0.48% among 310,000;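 active = binding more than 3 SD below its plate's average and above zero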; note: some compounds called inactive have numbers as strong as hits
# PfHsp90 set2: growth inhibition of PfHsp90-expressing yeast, primary screen, antimalarial PfHsp90 inhibitor project, S. cerevisiae, BacTiter-Glo luminescence, single point, set 2; BacTiter-Glo ATP, 48 h; yeast lacking PDR1 and PDR3 efflux regulators; inhibition, % at 9.4 µM; hit rate 0.32% among 310,000; AID 504621, 2011;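 active = every replicate shows inhibition above about 80%, whatever the replicate mean, limit read from the data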;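 note: 0% = DMSO neutral controls and 100% = 20 µM radicicol positive controls; yeast relying on Plasmodium falciparum Hsp90 in place of its own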
# HTR5A ag ctr: HTR5A agonists in luminescence cell assay, primary screen, counter-screen for OPRM1-OPRD1 heterodimer agonist project, full-deck HTS; 5-hydroxytryptamine receptor 5A (Homo sapiens), P47898; hit rate 0.61% among 340,000; activation, % at 9.3 µM; cell-based; AID 504692, 2011; in the data active = activation mostly above about 9.5%, no sharp cut-off; inactive = mostly below about 7.6%;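 note: 0% = cells with vehicle only and 100% = reference agonist; strong numbers were not always called active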
# OPRM1-OPRD1 inv: inverse agonists of MOR-DOR heterodimerization, primary screen, cell-based, luminescence. cell-based MOR-DOR heterodimer luminescence, inverse agonism. inhibition, % at 9.3 µM. Mu-type opioid receptor (Homo sapiens) + Delta-type opioid receptor (Homo sapiens), …. AID 504357, 2011. hit rate 0.21% among 340,000; in the data active = inhibition above about 22%, passing the limit was not always enough;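 note: 0% = cells with DMSO and 100% = wells without cells with DMSO; values of inactives mirror those of a sister screen read the other way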
# Ecoli viability: E. coli V3065 growth inhibition, primary screen, counter-screen for AddAB inhibitor project, absorbance, OD600; 18 h; inhibition, % at 11.9 µM; hit rate 0.27% among 330,000;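 active = inhibition above the campaign's mean inhibition across all tested compounds plus 3 SD, cut at about 9.9% in these data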;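 note: uninfected addAB+ strain grown without phage in ampicillin broth; 0% = DMSO wells and 100% = ciprofloxacin 0.95 µg/ml wells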
# HTR5A inv ctr: HTR5A inverse agonists in luminescence cell assay, primary screen, counter-screen for OPRM1-OPRD1 heterodimer inverse agonist project, full-deck HTS | hit rate 0.083% among 340,000 | AID 504634, 2011 | inhibition, % at 9.3 µM | HTR5A cell line, inverse agonism; in the data active = inhibition mostly above about 23%, no sharp cut-off; inactive = mostly below about 18%;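 note: 0% = cells with DMSO and 100% = no-cell wells with DMSO; some compounds called inactive have numbers as strong as hits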
# phage Ecoli inh: growth loss of phage-infected E. coli, primary screen, RecBCD inhibitor project, absorbance, with phage, HTS. inhibition, % at 11.9 µM. hit rate 0.26% among 360,000. AID 651602, 2012; in the data active = inhibition above about 11%
# * = called active by the depositor; . = not tested or not shown.
SMILES,AddAB inh,PKA-R1A activ,Mot1-301 SUMO,MOR-DOR ag,DSG3 Ab inh,PfHsp90 set2,HTR5A ag ctr,OPRM1-OPRD1 inv,Ecoli viability,HTR5A inv ctr,phage Ecoli inh
O=C(Nc1ccc2snnc2c1)N1CCSCC1,1.1,5.6,-4.1,-0.5,100.8,.,-2.6,2.7,-0.4,10.4,2.2
CN(C)C(=O)c1ccc(NC(=O)c2cc(-n3cnnc3)ccc2Cl)cc1,3.0,2.0,-14.6,-0.6,129.7,14.4,0.8,3.1,2.7,-44.5,3.2
COc1ccccc1N=c1oc2cc(O)ccc2cc1C(N)=O,3.4,-4.2,-45.8,-3.1,100.7,97.4*,6.5,16.4,0.2,-6.9,2.7
Cc1ccc(OCCC(=O)OCC(=O)Nc2cc(S(=O)(=O)N(C)C)ccc2C)cc1,2.1,-0.1,-19.5,-0.8,99.1,-1.1,0.0,4.0,-1.2,-16.3,0.3
COc1ccc(-n2nc3cc(C)c(N)c(Br)c3n2)cc1,5.4,-8.5,2.5,0.1,.,-53.3,4.3,-0.3,0.7,-10.8,2.6
O=C(Nc1ccc(Cl)cc1)OCCN1CCOCC1,.,-7.9,.,-3.2,.,-13.5,1.9,15.5,.,-7.6,4.2
Cc1noc(C)c1COc1cccc(C(=O)N(C)Cc2nc3ccccc3c(=O)[nH]2)c1,4.1,3.0,17.6,-0.3,108.9,-3.0,5.2,1.2,-0.7,12.7,0.8
O=C1CC2(CON=C2c2ccc(F)cc2)C(=O)N1c1ccc(F)cc1 (stereo not given),0.0,-1.0,4.7,-3.2,104.0,12.1,-0.3,17.0,-0.9,1.1,1.2
COc1ccc(-c2noc(CSc3nc4ccccc4c(=O)n3-c3ccccc3)n2)cc1,0.3,-10.5,8.7,-2.4,122.9,.,1.8,13.7,0.4,-17.6,1.9
Nc1ccn(CC(=O)N2CCN(c3ccccn3)CC2)c(=O)n1,2.7,-5.8,-10.1,4.1,98.3,.,4.9,-22.6,1.7,3.9,0.2
COc1ccc(CN2CCCC(C(=O)Nc3cccc(-n4cccn4)c3)C2)c(F)c1 (stereo not given),1.4,-1.7,-4.1,-5.0,110.4,-0.9,0.1,16.4,0.6,-17.1,3.7
Cc1ccc(C(=O)N2CCCCC2C(=O)O)o1 (stereo not given),0.7,1.3,81.6,-1.0,.,15.6,-5.1,4.7,1.4,-60.9,2.2
COc1ccc(CCNC(=O)CC2SC(=Nc3cc(C)cc(C)c3)NC2=O)cc1OC (stereo not given),-0.2,-1.1,308.2,-2.0,110.0,.,1.7,9.6,1.0,-4.2,-0.6
Cc1ccc(OCCCC(=O)Nc2cc(Cl)ccc2-n2cncn2)cc1,-3.6,-8.7,0.2,-0.6,93.7,-3.6,2.4,3.0,-1.5,3.0,2.4
COc1ccc(S(=O)(=O)NCC2CCCN(C(=O)CCSC)C2)cc1 (stereo not given),3.3,-7.4,1.4,-1.4,95.6,2.9,-0.2,6.3,1.9,0.8,0.1
COc1ccc(-c2c(-c3ccc(OC)cc3O)nc(C)nc2C(F)(F)F)cc1,-1.0,-15.0,-0.2,6.3,113.6,26.7,-1.9,-28.3,-1.4,6.8,-0.2
COc1ccc(NC(=O)c2cc(-c3ccccc3)nc3c2c(C)nn3-c2ccccc2)c(OC)c1,1.7,1.5,13.3,-2.0,88.7,-13.9,2.8,12.7,1.7,7.0,1.7
COC(=O)c1ccc(Oc2c(C)oc3c(CN4CCN(C)CC4)c(O)ccc3c2=O)cc1,2.5,2.5,227.6,-0.7,98.1,10.7,-2.2,3.7,0.7,-2.5,2.6
Cc1cc(F)ccc1NC(=O)c1ccc(NS(=O)(=O)c2cc(C(C)(C)C)ccc2C)cc1,1.0,-6.0,15.9,6.3,97.6,-20.3,6.7,-39.0,1.3,-6.9,5.1
COc1cc(C(=S)N2CCCCC2)ccc1OCC(=O)N1CCCC1,4.6,-5.2,18.0,-2.1,99.9,.,0.8,12.3,-0.2,-3.6,-2.2
O=C(Nc1ccccc1)c1cccc(S(=O)(=O)NC2CCCC2)c1,-1.5,-11.2,-17.8,-1.0,106.7,6.9,5.5,5.5,2.1,-2.2,1.5
Cn1c(SCc2cccc([N+](=O)[O-])c2)nc2c(c1=O)SCC2,-2.0,-4.8,14.3,0.9,98.6,-10.2,2.3,-4.0,0.1,-5.8,-3.7
CN(Cc1ccc(F)cc1)C(=O)COc1ccc2ccccc2c1,5.0,-0.5,33.8,0.1,105.9,0.4,0.1,-0.7,-0.8,15.6,-2.4
Cc1cc(C(=O)OCC(=O)Nc2ccc(F)c(F)c2)c(C)o1,1.8,-16.2,1.6,3.4,102.4,-27.5,5.6,-17.0,-1.4,3.4,4.8
COc1cccc2cc(NC(=O)C3CCCCC3)c(=O)oc12,-1.1,0.3,-1.5,-3.0,96.0,1.0,-2.9,16.0,-2.4,-3.5,2.0
C=CCN1C(=O)C(C)(C)Nc2ccccc21,0.8,-4.6,16.2,-1.5,96.2,30.5,0.7,7.7,-0.4,-1.7,3.7
O=C(CSCc1nc2scc(-c3cccs3)c2c(=O)[nH]1)Nc1ccccn1,4.4,1.2,-17.9,-2.2,.,-3.6,1.5,11.7,-2.7,3.9,2.3
O=C(Oc1ccccc1N1C(=O)C2CCCCC2C1=O)c1ccccc1F (stereo not given),2.5,7.8,-0.2,-1.4,114.7,-21.7,8.8,7.4,1.9,0.2,3.5
CCCCN(C(=O)c1cccc(S(=O)(=O)N2CCOCC2)c1)c1c(N)n(CCC)c(=O)[nH]c1=O,-1.6,-7.8,8.0,-3.9,100.0,-0.9,0.4,21.0,-0.2,-2.6,2.6
Cc1ccc(C)c(NC(=O)CN(C)C(=O)COc2cccc3c2OC(C)(C)C3)c1,-2.9,-11.9,-9.4,-0.6,101.5,-1.7,9.9,4.2,-0.6,-25.8,5.7
CC(=O)Nc1ccc(S(=O)(=O)N2c3ccccc3C(C)=CC2(C)C)cc1,0.2,-6.0,-4.1,-0.9,127.8,.,-1.8,4.8,-1.3,3.7,0.9
CCN(CC(=O)Nc1c(F)cccc1F)C(=O)CSCC(=O)Nc1cccc(C)c1,3.3,4.1,52.0,-3.7,101.5,30.1,0.1,18.1,1.2,6.6,-1.8
Cc1ccc(C2=CC(c3cccs3)n3nnnc3N2)cc1 (stereo not given),2.9,-2.5,19.3,6.3,.,-19.4,6.0,-32.8,1.2,-17.1,1.5
CCOC(=O)C1=C(N)N(c2ccc(C)cc2)C2=C(C(=O)CCC2)C1c1cccs1 (stereo not given),1.4,4.9,21.1,-0.9,103.9,-5.5,0.7,4.5,1.7,-1.9,3.1
CCCCn1c(SCC(=O)NCc2cccs2)nc2c1c(=O)n(C)c(=O)n2C,2.3,-1.5,185.9,-1.8,86.8,7.0,-1.6,9.9,1.9,-29.9,0.3
COc1ccc2oc(=O)c(/C(N)=N/NC(=O)c3ccncc3)cc2c1,1.1,-6.8,-2.7,0.5,113.9,-4.8,3.3,-3.5,-4.1,-4.4,2.2
C/C(=N\NC(=O)c1csc2ccccc12)c1ccc(O)cc1,0.4,2.4,-14.2,-2.8,107.6,-25.9,-1.3,11.8,-2.9,3.3,3.4
O=S(=O)(NNC(=S)NCC1CCCO1)c1cc(Cl)ccc1Cl (stereo not given),0.6,-0.7,1.3,-3.8,.,-33.5,-3.4,20.4,0.8,1.6,2.3
O=C(O)c1cc(S(=O)(=O)N2CCCCCC2)ccc1Cl,-0.4,-7.7,55.5,-1.4,97.0,-9.0,0.2,7.8,-0.2,-3.8,1.9
CC(=O)N/C(=C/c1ccc2c(c1)OCO2)C(=O)N1CCOCC1,-0.4,-11.9,-15.6,-1.9,113.2,-12.8,8.0,9.4,0.9,-11.5,1.1
CCOC(=O)N1CCC2(CC1)C(C#N)=C(N)OC1=C2C(=O)CCC1,0.1,-11.6,10.8,-1.5,88.8,16.7,2.1,7.7,0.2,-13.7,0.5
O=S(=O)(c1ccccc1)N(c1ccccc1)S(=O)(=O)c1ccccc1,.,0.7,.,-0.9,102.3,-15.4,-1.6,3.9,.,6.1,2.6
COc1ccccc1C(=O)N1c2ccccc2Sc2ccccc21,-1.0,-5.6,-26.3,-1.4,116.0,5.1,2.8,7.4,0.1,2.0,-0.7
CCOC(=O)c1ccc(Oc2nc(SC)nc(N(C)C)n2)cc1,4.7,-7.6,-9.6,1.9,108.7,-11.3,5.6,-10.7,0.1,-15.4,3.0
CCO[C@H]1OC(C(N)=O)=C[C@@H](C2CCCCC2)[C@@H]1CCCO,5.2,1.0,0.9,-0.5,96.4,9.4,3.5,2.7,1.9,-13.1,3.4
COc1ccc2[nH]c(C(=O)N3CCC(CO)(Cc4cccc(C(F)(F)F)c4)CC3)c(C)c2c1,2.9,-3.6,17.0,6.8,99.9,-14.0,4.0,-33.9,2.2,7.1,-2.1
O=C(/C=C/c1ccc(S(=O)(=O)N2CCOCC2)cc1)N1CCN(c2ccc(F)cc2)CC1,-1.6,-2.6,20.4,0.7,98.2,0.9,5.6,-3.8,-1.6,-17.7,1.5
COC(=O)Nc1nc2c(s1)CCCC2,3.2,-0.8,19.6,-2.0,102.1,-11.9,-1.0,10.9,-1.4,3.1,2.4
O=C(Nc1cccc(S(=O)(=O)NC2=NCCCCC2)c1)C1COc2ccccc2O1 (stereo not given),1.1,-4.6,0.8,-0.8,103.4,-8.6,-1.6,3.7,3.0,4.3,-0.9
Oc1cncc(Cc2ccccc2)c1,2.7,-0.2,-7.4,-1.2,116.3,10.6,-5.0,5.8,0.3,16.9,5.0

# Screening data: PubChem, several laboratories
